MCF10A rerep – A quantitative high throughput screen for small molecules that induce DNA re-replication in MCF 10a normal breast cells; MCF 10A DNA re-replication, Hoechst nuclear intensity, 48 h; Potency, µM (doses to about 46.1 µM), without a hit: top-dose activity, positive = re-replication, actives largely listed as activators; 350,000 compounds, 2.9% hits; AID 624296, 2012; also: % of control where 0% means no effect; nearly all actives have a fitted effect of over 50% in size
HepG2 tox – qHTS for Inhibitors of TGF-b: Cytotox Counterscreen | HepG2 CAGA-GFP viability, ATP luminescence, 18 h | Potency, µM (series often up to 46.1 µM), inactives show at the top dose activity change, negative = cytotoxicity, hits mostly cytotoxic | 410,000 compounds, 0.76% hits | AID 588856, 2011; also: some results filed as inactive show a strong effect at the top dose
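HepG2 CAGA-GFP cells (1000/well, DMEM with 1% FBS) received compound, then TGF-beta at 500 pg/mL final, and were incubated 18 hours at 37 degrees C. Viability was read by CellTiter-Glo luminescence. Media-only wells were set as complete cell-killing and DMSO as no toxicity.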
A549 viability – Nrf2 qHTS screen for inhibitors: counterscreen for cytotoxicity; A549 ARE-Fluc cells, CellTiter-Fluor viability, 18-24 h; Potency, µM (doses to about 46 µM), without a hit: at the top dose activity change, negative = cytotoxicity, actives largely listed as inhibitors; 390,000 compounds, 0.16% hits; AID 504648, 2011; also: % is scaled to controls: 0 for no effect and ±100 for the full control effect
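Cytotoxicity counterscreen: CellTiter-Fluor fluorescence was measured in A549 ARE_Fluc cells after 18-24 h of compound exposure in a concentration series. The subsequent BugLite luminescent read reports ARE-luciferase activity.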
EPAC2 antag – qHTS for Antagonist of cAMP-regulated guanine nucleotide exchange factor 2 (EPAC2): primary screen | EPAC2 GEF exchange of Rap1B-BODIPY-GDP, fluorescence | 360,000 compounds, 0.18% hits | Potency, µM (series often up to 114 µM), without a hit: top-dose activity, negative = inhibition, usual class: inhibitors; also: % is scaled to controls: 0 for no effect and ±100 for the full control effect; nearly all actives have a fitted effect of over 45% in size; many of its hits are not listed in these tables
Target sequence (Q8WZA2 whole entry, looked up): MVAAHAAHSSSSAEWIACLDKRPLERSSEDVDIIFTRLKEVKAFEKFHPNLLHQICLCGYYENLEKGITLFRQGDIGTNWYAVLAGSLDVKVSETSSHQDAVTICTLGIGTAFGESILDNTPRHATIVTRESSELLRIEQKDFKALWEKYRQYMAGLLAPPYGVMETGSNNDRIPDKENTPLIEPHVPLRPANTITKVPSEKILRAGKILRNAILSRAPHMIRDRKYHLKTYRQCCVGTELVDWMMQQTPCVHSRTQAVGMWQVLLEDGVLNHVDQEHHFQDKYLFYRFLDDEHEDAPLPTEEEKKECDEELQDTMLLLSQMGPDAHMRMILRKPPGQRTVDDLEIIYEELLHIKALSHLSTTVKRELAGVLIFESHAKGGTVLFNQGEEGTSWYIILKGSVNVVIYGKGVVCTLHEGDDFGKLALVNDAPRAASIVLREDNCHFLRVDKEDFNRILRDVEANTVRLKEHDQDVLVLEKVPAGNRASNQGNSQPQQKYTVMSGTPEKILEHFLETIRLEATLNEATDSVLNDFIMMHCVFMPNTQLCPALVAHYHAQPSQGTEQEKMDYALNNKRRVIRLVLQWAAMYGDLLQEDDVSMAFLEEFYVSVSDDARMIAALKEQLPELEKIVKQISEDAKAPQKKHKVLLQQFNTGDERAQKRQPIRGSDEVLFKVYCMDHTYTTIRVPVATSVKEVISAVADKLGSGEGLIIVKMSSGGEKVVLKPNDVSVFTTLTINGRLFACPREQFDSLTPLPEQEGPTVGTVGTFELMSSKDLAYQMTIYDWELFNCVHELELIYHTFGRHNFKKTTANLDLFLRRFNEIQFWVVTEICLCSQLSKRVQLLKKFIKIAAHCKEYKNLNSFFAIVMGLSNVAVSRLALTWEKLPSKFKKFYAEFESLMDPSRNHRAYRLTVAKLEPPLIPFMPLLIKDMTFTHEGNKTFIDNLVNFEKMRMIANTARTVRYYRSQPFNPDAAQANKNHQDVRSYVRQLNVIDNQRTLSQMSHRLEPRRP
TGFb SMAD3 inh – qHTS for Inhibitors of TGF-b; 410,000 compounds, 1.2% hits; Potency, µM (highest dose often 46.1 µM), for inactives: at the top dose activity, negative = inhibition, most hits filed as inhibitors; HepG2 CAGA-GFP TGF-b/SMAD3 reporter, GFP fluorescence, 18 h; TGF-beta stimulated, 500 pg/mL final; also: % is scaled to controls: 0 for no effect and ±100 for the full control effect; nearly all actives have a fitted effect of over 65% in size
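Inhibition was scored as loss of TGF-beta-induced (500 pg/mL final, 18 hours, 37 degrees C) GFP in HEPG2 cells carrying a CAGA-GFP reporter, in DMEM with 1% FBS. Well GFP was summed per cell; Activity was normalised to unstimulated and stimulated DMSO wells, then concentration-response fitting.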
Nrf2 inh – Nrf2 qHTS screen for inhibitors | A549 ARE-Fluc reporter, luciferase luminescence, 18-24 h | Potency, µM (highest dose often 46 µM), for inactives: at the top dose activity change, negative = inhibition, most hits filed as inhibitors | 360,000 compounds, 2.1% hits | AID 504444, 2011; also: % is scaled to controls: 0 for no effect and ±100 for the full control effect; nearly all actives have a fitted effect of over 60% in size
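Nrf2 function is reported as luminescence of an ARE-controlled luciferase in A549 cells. Compounds were tested at several concentrations, and a CellTiter-Fluor read on the same wells flagged cytotoxicity.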
ATXN2 expr inh – Primary qHTS for Inhibitors of ATXN expression. HEK-293 ATXN2-luciferase reporter, luminescence, 24 h. Potency, µM (titrated, usually from 57 µM), without a hit: top-dose activity change, negative = inhibition, actives largely listed as inhibitors. 360,000 compounds, 0.72% hits; also: % is scaled to controls: 0 for no effect and ±100 for the full control effect; nearly all actives have a fitted effect of over 55% in size
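qHTS (up to 57 uM final) was run with 24 h compound exposure of reporter cells at 37 °C. Each well was multiplexed: SteadyGlo luminescence measured ATXN2-luciferase expression after a fluorogenic Gly-Phe-AFC viability readout (25 uM final).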
Nrf2 activator – qHTS of Nrf2 Activators. AID 624171, 2012. AREc32 ARE-luciferase reporter (MCF7-derived line), luminescence, 24 h. 410,000 compounds, 0.31% hits. Potency, µM (doses to about 46.1 µM), for the others: at the highest dose activation, hits mostly activators; also: % of control where 0% means no effect; nearly all actives have a fitted effect of over 65% in size
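Luciferase luminescence (Steady-Glo, 30 min at room temperature) served as the read-out of ARE activation in AREc32 cells treated with compounds for 24 hr at 37 deg C.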
ATXN viability – Viability Counterscreen for Primary qHTS for Inhibitors of ATXN expression; AID 651635, 2014; S2 cells (HEK-293 line with an ATXN2-luciferase reporter) viability, CellTiter-Fluor protease fluorescence, 24 h; 400,000 compounds, 0.49% hits; Potency, µM (series often up to 56.7 µM), usual class: cytotoxic; also: nearly all actives have a fitted effect of over 40% in size
Numbers without * were called inactive; i = inactive; ? = inconclusive; nt = no result given; [ ] = another dose, or the depositor's remark. Calls follow the shape of the dose curve; as a rule, active = well fitted curve in the direction sought with a large enough effect; inconclusive = small, poorly fitted or top-dose-only effect, or another doubt; inactive = no such curve, though single readings can be large; an effect the other way counts as inactive or inconclusive. Potency is read from the fitted curve at half-maximal effect. This is a subset. The share of hits here may be higher or lower than overall.

Key to letters – A = MCF10A rerep; B = HepG2 tox; C = A549 viability; D = EPAC2 antag; E = TGFb SMAD3 inh; F = Nrf2 inh; G = ATXN2 expr inh; H = Nrf2 activator; I = ATXN viability
CNC(=S)Nc1ccc(C23CC4CC(CC(C4)C2)C3)cc1
  A: ?	B: -13%	C: 0%	D: -7%	E: ?	F: ?	G: -34%	H: 3.0%	I: i

Cc1ccc(C(=O)/C=C/c2ccco2)c(O)c1
  A: -7%	B: 1%	C: 2%	D: -6%	E: 1%	F: -3%	G: 44%[activator]	H: ?	I: i

CCCC(=O)N1CCC1(C)C(=O)Nc1ccc(C)cc1 (configuration not stated)
  A: nt	B: 2%	C: nt	D: 0%	E: 0%	F: nt	G: 3%	H: 0.2%	I: i

Cc1ccc(-c2nn(-c3ccc(F)cc3)cc2C(=O)N(C)CC(=O)Nc2ccc(N3CCOCC3)cc2)cc1
  A: -2%	B: 2%	C: -4%	D: -12%	E: 2%	F: 14%	G: 1%	H: -0.5%	I: i

CCCc1[nH]nc2c1C(c1ccc(OC(=O)N3CCOCC3)c(OC)c1)C(C#N)=C(N)O2 (configuration not stated)
  A: 4%	B: 0%	C: -1%	D: 2%	E: 5%	F: 0%	G: -5%	H: 0.0%	I: i

CCc1cc2c3c(c1)C(C)CC(C)(C)N3C(=O)C2=O (configuration not stated)
  A: 10%	B: 7%	C: -3%	D: -8%	E: ?	F: 7%	G: 6%	H: 0.1%	I: ?

O=C(NCCCN1CCC(Cc2ccccc2)CC1)C1CC(=O)N(C2CCCC2)C1 (configuration not stated)
  A: 19%	B: -11%	C: -1%	D: 7%	E: -15%	F: -9%	G: -11%	H: -1.3%	I: i

O=C(Nc1ccc(Cl)cc1)c1ccc2c(c1)OCO2
  A: ?	B: 2%	C: -8%	D: 6%	E: -5%	F: ?	G: 30%	H: -0.1%	I: i

CCOC(=O)C1(CCc2ccccc2)CCN(Cc2cc(OC)c(OC)cc2OC)CC1
  A: ?	B: -42%	C: -3%	D: -15%	E: ?	F: 9%	G: ?	H: 0.4%	I: i

CCc1ccccc1NC(=O)C1(S(=O)(=O)c2ccc(Cl)cc2)CC1
  A: nt	B: 4%	C: 3%	D: nt	E: -12%	F: -10%	G: 0%	H: 0.6%	I: i

CCOCCCNC(=O)c1c(NC(=O)c2cc(=O)c3cc(C)c(C)cc3o2)sc2c1CCC2
  A: nt	B: 15%	C: 0%	D: nt	E: 7%	F: 12%	G: 12%	H: 0.3%	I: i

CC(C)CN(CC(C)C)CC(O)COc1ccccc1Br (configuration not stated)
  A: ?	B: 11µM*	C: 11%	D: -26%	E: 11µM*	F: 5%	G: -28%	H: -0.1%	I: i

O=C(CSc1nnc(CN2CCCC2)n1-c1ccc(F)cc1)c1ccc2c(c1)OCO2
  A: ?	B: -6%	C: 1%	D: 2%	E: 0%	F: 1%	G: 8%	H: -0.3%	I: i

CC1(C(=O)N2CCN(c3ccc([N+](=O)[O-])cc3)CC2)CC1(Cl)Cl (configuration not stated)
  A: -1%	B: -15%	C: -25%	D: -19%	E: -25%	F: 18µM*	G: nt	H: 2.9%	I: ?

Cc1ccc(OCC(=O)NC(=S)Nc2ccc(Br)c(C)n2)cc1
  A: ?	B: -14%	C: 3%	D: 3%	E: -14%	F: 6%	G: -9%	H: -0.9%	I: i

COc1cccc(CNC(=O)CCC2CCCN(C(=O)C3=CC(=O)CC(C)(C)O3)C2)c1 (configuration not stated)
  A: -10%	B: -9%	C: 9%	D: -4%	E: 0%	F: -6%	G: 18%[11.3 µM]	H: 3.0%	I: i

Cc1ccc2onc(CNC(=O)N3CCN(c4cccc(C(F)(F)F)c4)CC3)c2c1
  A: nt	B: -40%	C: 4%	D: nt	E: -5%	F: 7%	G: -33%	H: -0.5%	I: ?

Cn1c(C2=C(O)CN(Cc3ccccc3)C2=N)nc2ccccc21
  A: 1%	B: -5%	C: 8%	D: 2%	E: -7%	F: 4%	G: 12%	H: 0.0%	I: i

Cc1ccc(NC(=O)c2oc3ccc(S(=O)(=O)N4CCCCCC4)cc3c2C)cc1Cl
  A: nt	B: -2%	C: 13%	D: nt	E: 17%	F: nt	G: -2%	H: -0.6%	I: i

O=C(NCC(=O)N(c1cccnc1)C(C(=O)NC1CCCC1)c1ccccc1F)c1ccco1 (configuration not stated)
  A: -6%	B: 7%	C: 2%	D: 1%	E: 1%	F: 0%	G: -3%	H: -0.3%	I: i

Cc1ccc2c(CN3CCCCC3C)cc(=O)oc2c1C (configuration not stated)
  A: 2%	B: -1%	C: ?	D: -9%	E: 7%	F: 4%	G: 2%	H: 0.2%	I: i

COc1ccc(Nc2ncnc3sc4c(c23)CCCC4)cc1
  A: nt	B: -30%	C: 17%	D: nt	E: -8%	F: nt	G: -1%	H: 3.8%	I: i

O=C(OCCO)c1c(-c2ccccc2)oc2c1C(OCCO)CCC2 (configuration not stated)
  A: nt	B: nt	C: nt	D: 8%	E: nt	F: nt	G: -1%	H: 0.6%	I: i

CSc1ncccc1C(=O)Nc1ncc(C)s1
  A: 7%	B: 10%	C: 0%	D: -5%	E: 14%	F: 11%	G: 39%[activator]	H: 5.6%	I: i

O=S(=O)(c1ccc(Cl)c(NC(=S)Nc2ccccc2N2CCOCC2)c1)N1CCOCC1
  A: -1%	B: -1%	C: 0%	D: -10%	E: -7%	F: 1%	G: nt	H: -0.4%	I: i

Arranged by value in EPAC2 antag (lowest first): some entries from above
Structure | EPAC2 antag
CCOC(=O)C1(CCc2ccccc2)CCN(Cc2cc(OC)c(OC)cc2OC)CC1 | -15%
CSc1ncccc1C(=O)Nc1ncc(C)s1 | -5%
Cc1ccc(OCC(=O)NC(=S)Nc2ccc(Br)c(C)n2)cc1 | 3%

(more compounds)
Key to letters – A = MCF10A rerep; B = HepG2 tox; C = A549 viability; D = EPAC2 antag; E = TGFb SMAD3 inh; F = Nrf2 inh; G = ATXN2 expr inh; H = Nrf2 activator; I = ATXN viability
O=C(N/N=C/c1cccc(O)c1)c1ccc(COc2ccc3c(c2)CCC3)o1
  A: ?	B: -25%	C: -1%	D: -6%	E: ?	F: nt	G: 48%[activator]	H: 5.0%	I: i

COc1ccc(-c2c(C(=O)c3ccc(Br)cc3)[nH]c(N)c2C(=O)c2ccccc2)cc1OC
  A: nt	B: nt	C: nt	D: 8%	E: nt	F: nt	G: -16%	H: 0.8%	I: i

N#Cc1cc2c(=O)n3ccccc3nc2n(CCCN2CCOCC2)c1=O
  A: 23µM*	B: 1%	C: 14%	D: -2%	E: 0%	F: 3%	G: -1%	H: 2.0%	I: nt

CC1=NN=C(c2ccccc2)C(c2c[nH]c3ccccc23)N1O (configuration not stated)
  A: -2%	B: -13%	C: 0%	D: 1%	E: ?	F: 10%	G: 0%	H: 6.9%	I: i

Cc1noc(C)c1S(=O)(=O)Nc1ccc2c(c1)C(=O)N([C@H](C)CO)C[C@H](C)[C@@H](CN(C)C(=O)Nc1ccc3c(c1)OCO3)O2
  A: -1%	B: -3%	C: ?	D: -14%	E: -3%	F: 13%	G: 2%	H: 2.2%	I: i

CCOc1ccc(OC(=O)c2cn(-c3cccc(OC)c3)c(=O)c3ccccc23)cc1
  A: nt	B: -2%	C: 0%	D: nt	E: 31%	F: nt	G: nt	H: -0.2%	I: nt

CCN(CC)S(=O)(=O)c1ccc(N2CCOCC2)c(NC(=O)c2cc(Cl)c3c(c2)OCO3)c1
  A: 16%	B: -17%	C: 1%	D: 11%	E: -1%	F: ?	G: nt	H: 0.4%	I: i

CCOc1cc(C(=O)Nc2cnccn2)cc(OCC)c1OCC
  A: ?	B: -22%	C: -13%[1.84 µM]	D: 0%	E: 1%	F: 3%	G: -12%	H: -0.7%	I: ?

CC(=O)c1ccc(NC(=O)CSc2ccc(-c3cccs3)nn2)cc1
  A: nt	B: -4%	C: 9%	D: nt	E: -14%	F: ?	G: 36%[activator]	H: 7.7%	I: i

COc1ccc(C[C@@H]2CN3C(=NC[C@@H]3C)N2C[C@H](C)NC(=O)c2ccc(C)c(Br)c2)cc1
  A: 0%	B: -34%	C: ?	D: 10%	E: 0%	F: 13%	G: -18%	H: 0.1%	I: ?

COC(=O)C1CCN(C(=O)CN2C(=O)NC(CCc3ccccc3)C2=O)CC1 (configuration not stated)
  A: -4%	B: 7%	C: -3%	D: -2%	E: 7%	F: ?	G: 0%	H: 0.0%	I: i

Cc1nnc(N2CCC(C(=O)NC(C)C)CC2)c2nn(-c3ccccc3)c(C)c12
  A: nt	B: -17%	C: 3%	D: nt	E: -1%	F: nt	G: -17%	H: 2.5%	I: i

Cc1ccc(NC(=O)NC(=O)N(c2ccccc2)S(C)(=O)=O)cc1
  A: 0%	B: -14%	C: -8%	D: 0%	E: 0%	F: ?	G: 9%	H: 2.4%	I: i

Cc1cc(C(=O)NNC(=O)c2ccc(C)c([N+](=O)[O-])c2)c(C)o1
  A: -6%	B: -1%	C: -3%	D: 0%	E: -4%	F: 1%	G: 12%	H: 2.5%	I: i

CC(=O)c1cn(C2OC(CO)C3OC(C)(C)OC32)c(=O)n(C)c1=O (configuration not stated)
  A: -3%	B: -4%	C: -7%	D: 2%	E: 15%	F: 6%	G: -31%	H: -0.2%	I: i

COC(=O)CC1=C(C(=O)OC)C(c2cc(OC)c(OC)cc2OC)C(C#N)=C(N)O1 (configuration not stated)
  A: -2%	B: -2%	C: -1%	D: -3%	E: -11%	F: -30%	G: 5%	H: 0.1%	I: i

CCOC(=O)c1c(C)n(C)c2ccc(OCC(O)Cn3nc(C)cc3C)cc12 (configuration not stated)
  A: 4%	B: -46%	C: -8%	D: -8%	E: 0%	F: 1%	G: nt	H: -0.6%	I: nt

Single entries from the list.
Under HepG2 tox, CCOc1ccc(OC(=O)c2cn(-c3cccc(OC)c3)c(=O)c3ccccc23)cc1 reads -2%
Under TGFb SMAD3 inh, COC(=O)CC1=C(C(=O)OC)C(c2cc(OC)c(OC)cc2OC)C(C#N)=C(N)O1 (configuration not stated) reads -11%
Under TGFb SMAD3 inh, CCOC(=O)c1c(C)n(C)c2ccc(OCC(O)Cn3nc(C)cc3C)cc12 (configuration not stated) reads 0%

From PubChem BioAssay
